# Assay outcomes (PubChem BioAssay)
# HT1080 IDH1KD tx: toxicity to HT-1080 IDH1 knockdown cells (counter line) | HT-1080 IDH1 knockdown viability, ATP luminescence, 48 h | Potency, µM (top dose mostly 46.1 µM), inactives show top-dose activity, negative = toxicity, usual class: cytotoxic | actives 2% (n = 360,000) | AID 686971;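 also: potency is read from the fitted curve at half-maximal effect; 0% = DMSO wells and -100% = cell-free medium wells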
#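 HT-1080-IDH1KD cells (IDH1 knocked down), 750/well in RPMI with 5% FBS, treated with compound 48 h at 37 degrees C. Viability by CellTiter-Glo luminescence, normalised to DMSO and no-cell wells; concentration-response curves classed.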
# ATXN viability: viability counter-screen for ATXN expression inhibitors. S2 cells (HEK-293 line with an ATXN2-luciferase reporter) viability, CellTiter-Fluor protease fluorescence, 24 h. Potency, µM (titrated, usually from 56.7 µM), actives largely listed as cytotoxic. actives 0.49% (n = 400,000). AID 651635; also: potency is read from the fitted curve at half-maximal effect; nearly all actives have a fitted effect of over 40% in size
# ATXN2 expr inh: ATXN2 expression inhibition; HEK-293 ATXN2-luciferase reporter, luminescence, 24 h; Potency, µM (highest dose often 57 µM), for the others: at the highest dose activity change, negative = inhibition, most hits filed as inhibitors; actives 0.72% (n = 360,000); AID 1745845; also: potency is read from the fitted curve at half-maximal effect; % is scaled to controls: 0 for no effect and ±100 for the full control effect; nearly all actives have a fitted effect of over 55% in size
#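 qHTS (up to 57 uM final) was run with 24 h compound exposure of reporter cells at 37 °C. Each well was multiplexed: SteadyGlo luminescence measured ATXN2-luciferase expression after a fluorogenic Gly-Phe-AFC viability readout (25 uM final).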
# MCF10A rerep: inducers of DNA re-replication in MCF 10A breast cells | MCF 10A DNA re-replication, Hoechst nuclear intensity, 48 h | Potency, µM (series often up to 46.1 µM), inactives show at the top dose activity, positive = re-replication, actives largely listed as activators | actives 2.9% (n = 350,000) | AID 624296; also: potency is read from the fitted curve at half-maximal effect; % of control where 0% means no effect; nearly all actives have a fitted effect of over 50% in size
# KB-3-1 cytotox: kills parental KB-3-1 adenocarcinoma cells; KB-3-1 viability, CellTiter-Glo ATP luminescence, 72 h; Potency, µM (series often up to 46.1 µM), without a hit: at the top dose activity change, negative = cytotoxic, actives largely listed as cytotoxic; actives 1.4% (n = 400,000); AID 1347075; also: potency is read from the fitted curve at half-maximal effect; % is scaled to controls: 0 for no effect and ±100 for the full control effect; nearly all actives have a fitted effect of over 60% in size
#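 Viability of parental KB-3-1 cells, measured by CellTiter-Glo luminescence, followed a 72 h incubation at 37 °C with pinned compounds in phenol-red-free DMEM containing 10% FBS.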
# HepG2 tox: kills HepG2 cells in TGF-b inhibitor counter-screen; HepG2 CAGA-GFP viability, ATP luminescence, 18 h; Potency, µM (doses to about 46.1 µM), for the others: top-dose activity change, negative = cytotoxicity, usual class: cytotoxic; actives 0.76% (n = 410,000); AID 588856; also: potency is read from the fitted curve at half-maximal effect; some results filed as inactive show a strong effect at the top dose
#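 CellTiter-Glo luminescence gave cytotoxicity after 18 hours at 37 degrees C. The cells were HepG2 CAGA-GFP in 1% FBS DMEM, stimulated with 500 pg/mL TGF-beta after compound addition. %Activity was normalised to no-cell wells (complete cell-killing) and DMSO (no toxicity), and curves were fitted and classified.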
# IL-1B inflam inh: blocks inflammasome-driven IL-1 beta release; THP-1 LPS/ATP IL-1B secretion, AlphaLISA, 16 h; active compounds read low; activity change, % at 57.5 µM; actives 4.7% (n = 360,000); in the data active = activity change below about -50%; inconclusive = mostly about -30% to -49%; also: % is scaled to controls: 0 for no effect and ±100 for the full control effect
#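 Secreted IL-1B measured by AlphaLISA bead assay after 16 h compound exposure of THP-1 cells; compounds (final up to 57.5 uM) added 1 h before LPS (250 ng/mL) and ATP (1.25 mM) stimulation; lower signal means less secretion.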
# HT1080NT lethal: kills 2HG-producing HT-1080-NT fibrosarcoma cells | HT-1080-NT fibrosarcoma viability, CellTiter-Glo ATP luminescence, 48 h | Potency, µM (top dose mostly 46.1 µM), without a hit: top-dose activity, negative = less viability, actives largely listed as cytotoxic | actives 1.6% (n = 360,000);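 also: NT is the 2HG producing partner of a matched IDH1 knockdown line; potency is read from the fitted curve at half-maximal effect; 0% = DMSO-treated cells and -100% = media-only wells without cells; nearly all actives have a fitted effect of over 55% in size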
#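 750 cells/well, RPMI + 5% FBS; 2 h settle, compound pin-transfer, 48 h at 37 degrees C. CellTiter-Glo 10 min RT, luminescence. Normalized to DMSO and media-only wells.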
# SW480 rerep: inducers of DNA re-replication in SW480 colon cancer cells | SW480 DNA re-replication, Hoechst DNA content imaging, 48 h | Potency, µM (titrated, usually from 46.1 µM), inactives show at the top dose re-replication activation, hits mostly activators | actives 1.8% (n = 340,000) | AID 624297; also: potency is read from the fitted curve at half-maximal effect; % of control where 0% means no effect; nearly all actives have a fitted effect of over 55% in size
#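 250 cells/well; 23 nL cpd via pin tool; 48 hr, 37 C, 5% CO2; Hoechst 40 min; imager read of total nuclear intensity, ex 405/em 500-530 nm.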
# * hit, by the source's call; i = inactive; ? = inconclusive; · = no result given; & = joins results of further samples; [ ] = remark or other dose. Unless noted, calls follow the shape of the dose curve; as a rule, active = well fitted curve in the direction sought with a large enough effect; inconclusive = small, poorly fitted or top-dose-only effect, or another doubt; inactive = no such curve, though single readings can be large; an effect the other way counts as inactive or inconclusive. Random draw from the library (roughly 8.9% active in at least one column).
SMILES,HT1080 IDH1KD tx,ATXN viability,ATXN2 expr inh,MCF10A rerep,KB-3-1 cytotox,HepG2 tox,IL-1B inflam inh,HT1080NT lethal,SW480 rerep
Cn1c(=O)n(Cc2ccc(F)cc2)c(=O)c2c1nc1n2CCCN1Cc1ccccc1,-3%[9.24 µM],i,-18%,17%,-2%,-1%,?,2%,-3%
NS(=O)(=O)c1ccc(CCNC(=O)CSCc2ccccc2)cc1,3%,i,·,2%,1%,16%,15,-1%,-40%[inhibitor]
CC1=C(C(=O)OC2CCCCC2)C(c2ccccc2F)NC(=O)N1 (configuration not stated),-12%,i,-11%,-3%,0%,-2%,-13,-14%,-15%
Cc1ccc(C(C)NC(=O)c2c(C)noc2C)cc1C (configuration not stated),4%,i,5%,-12%,4%,-3%,8,9%,-3%
COc1ccc(C(=O)NCC(=O)OCC(=O)N(C)c2ccccc2)cc1,0%,i,14%,15%,3%,2%,21,0%,-3%
Cc1onc(-c2ccccc2)c1C1=N/C(=C\c2ccccc2F)C(=O)O1,9%,i,-14%[11.3 µM],5%,11%,-1%,21,10%,-3%
O=C1c2cccc3cccc(c23)C(=O)N1CCCn1ccnc1,-1%,i,-31%,2%,-1%,2%,-23,2%,-8%
COc1ccccc1NC(=O)C(C)OC(=O)CSCC(=O)Nc1ccc(C)cc1C (configuration not stated),17%,?,·,0%,3%,0%,10,0%,-3%
NC(=O)CC[C@@H]1NC(=O)[C@H](CO)NC(=O)c2cc([N+](=O)[O-])cc(I)c2NCCC[C@@H](C(N)=O)NC(=O)[C@H](Cc2ccc(O)cc2)NC1=O,9%,i,-1%,13%,27%,-5%,2,5%,-12%
Cc1cc(NC(=O)CSc2nc(CC(C)(C)C)nc3c2c(=O)n(C)c(=O)n3C)no1,-6%,i,7%,5%,3%,-2%,20,13%,0%

# Quoted from the results shown (4 entries):
SMILES,HT1080 IDH1KD tx,ATXN viability,ATXN2 expr inh,MCF10A rerep,KB-3-1 cytotox,HepG2 tox,IL-1B inflam inh,HT1080NT lethal,SW480 rerep
Cn1c(=O)n(Cc2ccc(F)cc2)c(=O)c2c1nc1n2CCCN1Cc1ccccc1,-3%[9.24 µM],i,-18%,17%,-2%,-1%,?,2%,-3%
NS(=O)(=O)c1ccc(CCNC(=O)CSCc2ccccc2)cc1,3%,i,·,2%,1%,16%,15,-1%,-40%[inhibitor]
CC1=C(C(=O)OC2CCCCC2)C(c2ccccc2F)NC(=O)N1 (configuration not stated),-12%,i,-11%,-3%,0%,-2%,-13,-14%,-15%
Cc1ccc(C(C)NC(=O)c2c(C)noc2C)cc1C (configuration not stated),4%,i,5%,-12%,4%,-3%,8,9%,-3%

# Further structures
SMILES,HT1080 IDH1KD tx,ATXN viability,ATXN2 expr inh,MCF10A rerep,KB-3-1 cytotox,HepG2 tox,IL-1B inflam inh,HT1080NT lethal,SW480 rerep
O=C(Cc1cccc(NC(=O)C2CCN(C(=O)C3CCCC3)CC2)c1)Nc1cccc(C(=O)N2CCCC2)c1,-2%,i,-3%,-7%,-9%,-4%,-13,0%,-6%
O=C(Nc1nnc(S(=O)(=O)Nc2ccccc2)s1)C1CCCCC1,-4%,i,-7%&-2%,10%,9%&-5%,-7%&-39%,3,1%,2%
CCCCCn1c(=O)[nH]c2cc(C(=O)N3CCN(c4ccc(F)cc4)CC3)ccc2c1=O,0%,i,-23%,?,?,-34%,7,?,24%
C/C(CC(C)C)=N\Oc1nc(C)cc(C)n1,6%,i,2%,0%,17%,-9%,47,15%,5%
CCn1c(SCC(=O)Nc2ccc3[nH]c(=O)[nH]c3c2)nc2ccccc21,-13%,i,-6%,12%,6%,-7%,3,0%,-5%
O=C(c1ccc2nc(Cc3ccccc3F)oc2c1)N1CCCC1,6%,i,64%[activator],5%,11%,-7%,-1,4%,-15%
O=C(O)c1ccc2c(c1)S(=O)(=O)c1cc(N3CCN(c4ncccn4)CC3)ccc1C2=O,-2%,i,14%,·,?,2%,29,14%,·
COc1cccc(-c2csc(N3CCN(C(=S)Nc4ccccc4Cl)CC3)n2)c1,-23%,i,13%,-3%,-12%,-23%,-9,?,0%
C#CCNC(=O)C1=C[C@@H](c2ccc3c(c2)OCO3)[C@H](CCCO)[C@@H](OCC)O1,6%,i,3%,-1%,-1%,-12%,-5,12%,-1%
CC1Nc2ncnc(N3CCN(c4ccccc4)CC3)c2N(Cc2ccccc2)C1=O (configuration not stated),-6%,i,-5%,11%,-8%,11%,9,-7%,-2%

# Among those listed so far, 3 have an aryl methoxy group.
SMILES,HT1080 IDH1KD tx,ATXN viability,ATXN2 expr inh,MCF10A rerep,KB-3-1 cytotox,HepG2 tox,IL-1B inflam inh,HT1080NT lethal,SW480 rerep
COc1ccc(C(=O)NCC(=O)OCC(=O)N(C)c2ccccc2)cc1,0%,i,14%,15%,3%,2%,21,0%,-3%
COc1ccccc1NC(=O)C(C)OC(=O)CSCC(=O)Nc1ccc(C)cc1C (configuration not stated),17%,?,·,0%,3%,0%,10,0%,-3%
COc1cccc(-c2csc(N3CCN(C(=S)Nc4ccccc4Cl)CC3)n2)c1,-23%,i,13%,-3%,-12%,-23%,-9,?,0%

# New compounds follow:
SMILES,HT1080 IDH1KD tx,ATXN viability,ATXN2 expr inh,MCF10A rerep,KB-3-1 cytotox,HepG2 tox,IL-1B inflam inh,HT1080NT lethal,SW480 rerep
CCOc1ccc(N(CC(=O)NCCc2ccccc2)C(=O)c2csnn2)cc1,0%,i,27%,-26%,2%,7%,-3,9%,-5%
Cc1ccc(NS(=O)(=O)c2c(C)[nH]c(C)c2C(=O)N2CCCC2)cc1Cl,-8%,i,-8%,-1%,-23%,-19%,?,-4%,-14%
O=C(NCc1ccccc1)C(c1cccs1)N(Cc1cccs1)C(=O)c1cnccn1 (configuration not stated),0%,i,-10%,?,11%,4%,-7,5%,9%
CCOC(=O)c1c(S(=O)(=O)NCC(=O)Nc2ccc(OC)cc2)c(C)n(C)c1C,-5%,i,·,-1%,-1%,-25%,-10,-5%,-25%
FC(F)(F)c1cccc(-c2cncc(N3CCN(CCN4CCCC4)CC3)n2)c1,?,i,2%,·,0%,-57%,-26,?,·
O=C(Nc1ccc2c(c1)OCCO2)c1cc2sccc2n1Cc1ccccc1,-13%,i,18%,6%,-10%,2%,?,-5%,2%

# Compounds above that have a Cl atom (two):
SMILES,HT1080 IDH1KD tx,ATXN viability,ATXN2 expr inh,MCF10A rerep,KB-3-1 cytotox,HepG2 tox,IL-1B inflam inh,HT1080NT lethal,SW480 rerep
COc1cccc(-c2csc(N3CCN(C(=S)Nc4ccccc4Cl)CC3)n2)c1,-23%,i,13%,-3%,-12%,-23%,-9,?,0%
Cc1ccc(NS(=O)(=O)c2c(C)[nH]c(C)c2C(=O)N2CCCC2)cc1Cl,-8%,i,-8%,-1%,-23%,-19%,?,-4%,-14%
